High-throughput results from PubChem BioAssay.
CR mimetic SO: reduction of superoxide in aged yeast, primary screen, HTS | superoxide response (% of plate mean), % at 10 µM | 0.18% of 330,000 active | AID 2690, 2010 | S. cerevisiae aged cells, superoxide DHE fluorescence; active compounds read low;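 active means superoxide response under a set limit, about three screen SD below normal, cut at about 65% in these data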;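 further: yeast aged for seven days with compound at 30 °C before DHE staining; 100% = average MFI of all compound-treated wells on the plate with controls excluded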
Fh CTSL1 inh: Fasciola hepatica cathepsin L1 inhibitors, primary screen, counter-screen for PFM18AAP inhibitor project, biochemical, QFRET, fluorogenic peptide substrate. recombinant F. hepatica cathepsin L1, Z-Leu-Arg-MCA fluorescence. inhibition, % at 5.96 µM. 0.49% of 300,000 active;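 active means inhibition above the mean of all tested compounds plus 3 SD, set per screening campaign, cut at about 17% in these data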;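 further: 0% = plate median of test compound wells and 100% = 1 µM Z-Phe-Ala-diazomethylketone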
PP1 counter: PP1-alpha phosphatase inhibitors, primary screen, counter-screen for PP5 inhibitor project, biochemical, fluorescence, OMFP substrate, single point | Serine/threonine-protein phosphatase PP1-alpha catalytic subunit (Homo sapiens), P62136 | purified PP1alpha | inhibition, % at 6.7 µM | 0.9% of 320,000 active | AID 2235, 2010;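 active means inhibition above the mean inhibition of all tested compounds plus 3 SD, computed separately for each screening campaign, cut at about 15% in these data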
Target sequence (P62136 whole entry, looked up): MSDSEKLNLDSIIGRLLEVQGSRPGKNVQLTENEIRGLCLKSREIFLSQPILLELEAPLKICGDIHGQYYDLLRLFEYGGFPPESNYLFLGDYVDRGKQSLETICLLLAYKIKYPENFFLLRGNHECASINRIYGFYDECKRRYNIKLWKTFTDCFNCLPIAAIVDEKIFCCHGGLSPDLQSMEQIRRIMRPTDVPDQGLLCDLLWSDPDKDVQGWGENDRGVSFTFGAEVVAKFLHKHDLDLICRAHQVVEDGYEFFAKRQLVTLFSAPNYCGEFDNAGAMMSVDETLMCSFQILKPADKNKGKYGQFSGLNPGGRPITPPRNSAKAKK
core dimer inh: inhibitors of HCV core protein dimerization, primary screen, biochemical, TR-FRET, high-throughput; TR-FRET GST/Flag-core106 dimerization, 1536-well; inhibition, % at 5 µM; 0.33% of 300,000 active; AID 1899, 2009;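 active means inhibition above the mean of all tested compounds plus 3 SD, set per screening campaign, cut at about 45% in these data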
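Test system: GST/Flag-tagged HCV core106 proteins; Medium: KF-containing HEPES buffer, pH 7.45, DTT, CHAPS, BSA; Times: compound-protein-antibody incubation 4 h at 22.5 °C; Detection: TR-FRET 671 and 617 nm emission; Benchmarks: wells lacking GST-core106 and wells with excess unlabelled core106.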
PP5 inh: PP5 phosphatase inhibitors, primary screen, biochemical, fluorescence; purified PP5c, OMFP substrate fluorescence; AID 1987, 2009; inhibition, % at 6.7 µM; Serine/threonine-protein phosphatase 5 (Homo sapiens), P53041; 0.18% of 320,000 active;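 active means inhibition above the campaign's mean inhibition across all tested compounds plus 3 SD, cut at about 9.5% in these data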;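 further: 0% = DMSO only and 100% = 100 µM cantharidin control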
ZTA DNA inh: blocks Epstein-Barr virus ZTA, an EBNA-1 counter-screen; P03206; ZTA-DNA binding, fluorescence polarization; inhibition, % at 11 µM; 0.15% of 320,000 active; AID 2234; in the data active means inhibition above about 33%
Target sequence (P03206 whole entry, looked up): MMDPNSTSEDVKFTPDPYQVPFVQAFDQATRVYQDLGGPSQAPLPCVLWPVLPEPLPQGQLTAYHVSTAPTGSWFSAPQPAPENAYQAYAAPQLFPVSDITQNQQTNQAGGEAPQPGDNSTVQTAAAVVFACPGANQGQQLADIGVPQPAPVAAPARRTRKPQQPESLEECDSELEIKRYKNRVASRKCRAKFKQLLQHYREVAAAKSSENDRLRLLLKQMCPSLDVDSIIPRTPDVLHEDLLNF
TPT1 inhibitor: Candida albicans TPT1 enzyme inhibitors, primary screen, biochemical, fluorescence polarization; tRNA 2'-phosphotransferase TPT1 (Candida albicans SC5314); recombinant caTPT1, FP RNA substrate dephosphorylation; inhibition, % at 5 µM; 0.81% of 300,000 active;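 active means inhibition above the mean of all tested compounds plus 3 SD, set per screening campaign, cut at about 24% in these data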;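 further: plate controls were DMSO alone for no effect and ferristatin control at 100 nM for full effect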
GASC-1 inh: inhibitors of GASC-1 histone demethylase, primary screen, biochemical, fluorescence, DELFIA europium. Lysine-specific demethylase 4C (Homo sapiens), Q9H3R0. GST-JMJD2C(1-420) H3K9me3 demethylation. inhibition, % at 2.35 µM. 0.069% of 330,000 active. AID 2099, 2009;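 active means more than half of a compound's replicate wells show inhibition beyond 50%, single wells judged on their own value; inconclusive means some, but no more than half, of replicates pass 50% inhibition; inactive means no replicate passes 50% inhibition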;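 further: signal counts dimethyl H3K9 product captured on neutravidin plate; 0% = median of DMSO wells and 100% = 0.3 times that DMSO median; strong numbers were not always called active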
Target sequence (Q9H3R0 1-420 limits assumed): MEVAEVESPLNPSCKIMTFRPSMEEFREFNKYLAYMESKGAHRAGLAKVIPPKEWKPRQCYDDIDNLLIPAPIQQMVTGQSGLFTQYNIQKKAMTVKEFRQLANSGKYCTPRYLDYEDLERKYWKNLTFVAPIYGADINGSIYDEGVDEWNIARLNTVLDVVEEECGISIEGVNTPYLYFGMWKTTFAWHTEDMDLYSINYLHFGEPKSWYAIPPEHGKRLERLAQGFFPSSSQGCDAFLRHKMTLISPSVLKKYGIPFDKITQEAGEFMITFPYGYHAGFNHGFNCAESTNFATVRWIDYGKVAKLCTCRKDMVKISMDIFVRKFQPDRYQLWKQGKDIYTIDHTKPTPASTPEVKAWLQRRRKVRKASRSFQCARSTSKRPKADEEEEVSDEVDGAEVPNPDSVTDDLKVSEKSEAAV
EBNA-1 inh: EBNA-1 DNA-binding inhibitors, primary screen, biochemical, fluorescence polarization; inhibition, % at 14.8 µM; 0.34% of 300,000 active; in the data active means inhibition above about 28%
The depositor's hits bear a star; ? = inconclusive; nt = no result given.

SMILES	CR mimetic SO	Fh CTSL1 inh	PP1 counter	core dimer inh	PP5 inh	ZTA DNA inh	TPT1 inhibitor	GASC-1 inh	EBNA-1 inh
CS(=O)(=O)c1nc(-c2ccco2)cc(C(F)(F)F)n1	75	3	-1	8	1.3	2	2	1	-13
COc1ccc(CN2C(=NC(=O)CCc3ccccc3)SC3CS(=O)(=O)CC32)cc1 (centres undefined)	90	-7	3	7	1.6	8	1	-2	-14
CC(=O)Nc1ccc(Nc2cc(C)c3ccccc3n2)cc1	100	1	3	-6	1.6	13	2	10	-2
O=C(Cc1ccc(Cl)cc1)Nc1cc(Cl)ccn1	123	-2	0	-2	0.8	6	0	-1	8
COC(=O)CN1C(=O)[C@H]2[C@@H](c3ccc(C)o3)N3C(=O)CN(CCO)C(=O)[C@@]3(C)[C@H]2C1=O	98	-2	0	-3	0.4	-7	0	-7	0
Cc1ccc(S(=O)(=O)N2CCN(S(=O)(=O)N3CCOCC3)CC2)cc1C	86	3	-3	-2	0.8	6	3	-3	3
COc1cc(OC)c(C2=NOC(C(=O)Nc3c(C)nn(CC(=O)N4CCCC4)c3C)C2)cc1Cl (centres undefined)	102	-5	-3	4	-0.4	-3	-5	1	9
O=C(Nc1ccccc1)C1=C[C@H](c2ccc(C(F)(F)F)cc2)C[C@H](OCCCCO)O1	112	0	1	-8	4.8	3	1	-16	7
NC(=O)CSc1nnc(C2CC2)n1-c1ccccc1	91	8	1	1	0.4	4	-1	1	7
c1ccc2c(c1)OCC(c1nn3cnnc3s1)O2 (centres undefined)	103	-2	1	1	0.1	-8	4	-19	8
Cc1ccccc1C(=O)N1CCN(c2ccc(NC(=O)Cc3ccccc3)cc2)CC1	95	9	2	-2	3.5	-3	-4	2	1
Cc1cc(C)c(NC(=O)Cn2c(=O)c3cccn3c3ccccc32)c(C)c1	116	0	1	23	3.7	-5	-1	0	0

The final 3 records of the section before are carried over, then new ones follow.
SMILES	CR mimetic SO	Fh CTSL1 inh	PP1 counter	core dimer inh	PP5 inh	ZTA DNA inh	TPT1 inhibitor	GASC-1 inh	EBNA-1 inh
c1ccc2c(c1)OCC(c1nn3cnnc3s1)O2 (centres undefined)	103	-2	1	1	0.1	-8	4	-19	8
Cc1ccccc1C(=O)N1CCN(c2ccc(NC(=O)Cc3ccccc3)cc2)CC1	95	9	2	-2	3.5	-3	-4	2	1
Cc1cc(C)c(NC(=O)Cn2c(=O)c3cccn3c3ccccc32)c(C)c1	116	0	1	23	3.7	-5	-1	0	0
O=C(Nc1cccnc1)c1ccc(S(=O)(=O)c2ccc(Cl)cc2)cc1	107	-1	1	0	2.0	15	-1	-9	-1
O=C(CSc1nn(-c2ccccc2)c(=S)s1)Nc1ncccn1	92	-4	-1	-3	-1.4	-4	0	0	-13
O=C(NC(=S)Nc1ncc(Br)cc1Br)c1cncc(Br)c1	96	10	-7	4	-1.0	-10	1	1	4
CCOC(=O)c1cnc(SCC(=O)c2ccc(Cl)cc2)nc1N	107	-2	4	-2	3.2	-10	-2	14	-11
CCC(=O)c1cn(CC(=O)Nc2ccc(C)cc2C)c2ccccc12	92	2	-2	-6	1.7	0	0	-4	-1
COc1c(C(C)C)oc2cc3oc(=O)ccc3cc12	105	3	-2	2	0.2	11	2	10	-4
COc1ccccc1CC(=O)Nc1cc2oc3ccccc3c2cc1OC	85	0	4	0	2.8	10	0	-2	-8
Cc1ccc(S(=O)(=O)N2CCN(S(=O)(=O)N3CCCCC3)CC2)cc1C	86	-2	-6	10	1.7	6	-2	-16	3
CCOc1ccc(CCNC(=O)COC(=O)COc2cc(C)cc(C)c2)cc1OCC	95	-4	-5	1	-0.1	-4	0	-13	2
CCCNc1nc2c(c(=O)n(C)c(=O)n2C)n1Cc1cccc(C)c1	100	0	2	0	1.5	12	-2	-8	-1
CCOC(=O)c1sc2ncn(CC(=O)NCC3CCCO3)c(=O)c2c1C (centres undefined)	107	-1	-1	-2	2.0	4	-1	6	4
COc1ccc(NC(=O)CSc2ccc(NC(C)=O)cc2)cc1S(=O)(=O)N1CCCCC1	103	-5	0	-14	1.3	-22	1	3	-10
CCOc1cc(-c2noc(CCC(=O)Nc3cccnc3)n2)ccc1OC	99	1	-2	-8	1.0	2	-3	-1	-3
Cc1cccnc1NC(=S)Nc1ncccc1C	94	-1	-5	7	0.1	-4	-1	-3	-6
O=C1CCC/C(=N\NC(=O)c2ccc(COc3cccc4cccnc34)cc2)C1	103	1	2	9	0.4	1	-2	-5	13
Cc1noc(COc2ccccc2OCC(N)=O)c1Cl	84	0	-1	0	-1.4	7	-2	7	8
O=C(O)C1CC=CCC1C(=O)Nc1ccccc1C(=O)N1CCN(c2ccccc2)CC1 (centres undefined)	91	5	-3	4	-0.9	11	-5	-5	8
Cc1ccc(S(=O)(=O)Nc2nc(C)c(C(=O)NNS(=O)(=O)c3ccccc3)s2)cc1	89	0	3	-1	-0.4	8	0	-3	3
O=C1CC(N2CCN(c3ccccc3)CC2)C(=O)N1c1ccc(Cl)cc1 (centres undefined)	107	-3	1	-4	0.1	12	2	4	-9
Cc1ccc2c(n1)sc1c(-c3ccccc3)c(C#N)c(N)nc12	100	-1	-5	11	0.5	5	-1	12	1
CCO[C@@H]1OC(C(=O)N2CCOCC2)=C[C@H](C2CC2)[C@H]1CCCO	nt	1	0	-14	-0.2	-16	-1	7	4
CC(C)NC(=O)c1nn(C)c2ccccc12	91	7	-2	2	-0.7	11	-1	26	-2
CCn1nc(C(=O)OCC(=O)N(CCC#N)c2ccccc2)c2ccccc2c1=O	94	nt	-3	nt	0.1	-17	nt	-3	nt
OCC[C@H]1C[C@H](O)[C@@H](O)[C@@]2(CCCc3ccccc3O2)O1	100	0	0	-1	1.2	-1	-2	0	8
CC1CCN(C(=O)c2ccc(S(=O)(=O)N3CCCC3)cc2)CC1	91	nt	0	nt	1.2	-6	nt	-4	nt
CSC1=N/C(=C\c2ccccc2F)C(=O)S1	95	-1	-2	11	-1.0	7	1	-1	8
Cc1nn(CC(=O)NCCc2ccc(Cl)cc2)c(C)c1[N+](=O)[O-]	82	-2	4	2	2.1	-28	1	12	-2
OCCC1CN(Cc2cccn2-c2ncccn2)CCN1Cc1ccccc1 (centres undefined)	110	0	-1	-4	1.3	-9	2	2	-8
CCN(CC(=O)Nc1cc(Cl)ccc1C)C(=O)c1ccc(N2CCCC2=O)cc1	96	nt	-3	nt	0.6	-8	nt	-7	nt
Cc1ccccc1C(C(=O)NC1CCCC1)N(C(=O)Cc1cccs1)c1ccc2c(c1)OCCO2 (centres undefined)	98	3	4	16	2.1	-2	0	-3	2
c1ccc(C2=NNC(=NC3CC3)SC2)cc1	94	2	-2	-2	0.1	7	-2	-10	4
Cc1nc(N)sc1C(=O)N/N=C/c1ccccc1[N+](=O)[O-]	115	0	4	3	1.1	2	2	9	-5
COc1cccc(NC(=O)Cn2cc(C(=O)C3CC3)c3ccccc32)c1	103	-2	-1	-3	1.6	-2	-3	-8	-6
CN(C)CCNC(=O)C(C(=O)c1ccccc1)n1ccccc1=O (centres undefined)	97	-1	4	0	0.1	-1	-3	15	3
Cc1ccc(-n2c(N)cc(=O)nc2SCC(=O)N2CCN(c3ccccc3)CC2)cc1	95	0	0	2	3.3	-21	0	-1	-10
CCCCC(=O)Nc1nnc(/C=C/c2ccc(OC)cc2)s1	105	-11	1	10	-1.6	-3	1	-16	15

Molecules above that contain fluorine, in the order listed:
SMILES	CR mimetic SO	Fh CTSL1 inh	PP1 counter	core dimer inh	PP5 inh	ZTA DNA inh	TPT1 inhibitor	GASC-1 inh	EBNA-1 inh
CS(=O)(=O)c1nc(-c2ccco2)cc(C(F)(F)F)n1	75	3	-1	8	1.3	2	2	1	-13
O=C(Nc1ccccc1)C1=C[C@H](c2ccc(C(F)(F)F)cc2)C[C@H](OCCCCO)O1	112	0	1	-8	4.8	3	1	-16	7
CSC1=N/C(=C\c2ccccc2F)C(=O)S1	95	-1	-2	11	-1.0	7	1	-1	8

Later entries.
SMILES	CR mimetic SO	Fh CTSL1 inh	PP1 counter	core dimer inh	PP5 inh	ZTA DNA inh	TPT1 inhibitor	GASC-1 inh	EBNA-1 inh
O=C(Cn1cnc2c(nnn2Cc2ccc(F)cc2)c1=O)Nc1cccc(F)c1	104	-1	-2	6	1.3	-9	0	-6	20
CCc1ccc2nc(NC(=O)Cn3cnc4ccccc4c3=O)sc2c1	111	2	26*	17	2.3	14	2	-2	7
O=C(O)CSCc1nc2scc(-c3ccccc3)c2c(=O)[nH]1	121	-8	-5	1	-3.0	-13	2	-6	-9
Cc1ccc(Sc2ccc(CN3CCCC3)cc2[N+](=O)[O-])cc1	103	-2	-1	3	-0.6	-10	2	1	-10
COCC(C)n1c(C)cc(C(=O)CN2C(=O)NC(Cc3c[nH]c4ccccc34)C2=O)c1C (centres undefined)	102	-3	1	2	-0.6	15	3	0	-5
CCN(CC)CCC(c1ccc(N(C)C)cc1)c1c(O)cc(OC)cc1OC (centres undefined)	114	-5	-2	-27	1.4	-12	1	4	-13
CC(=O)NC1=NN(C(C)=O)C(C)(c2cccs2)S1 (centres undefined)	95	0	1	-3	0.9	-12	-6	-4	-7
CCC(Oc1ccccc1)C(=O)NC1C(=O)N2C1SC(C)(C)C2C(=O)O (centres undefined)	93	-1	1	5	1.6	9	-1	-14	7
Cc1ccc(S(=O)(=O)NC(=O)COc2cc(C)ccc2C(C)C)cc1	105	-3	1	3	-0.5	-9	-1	0	5
O=C1CCC(Cc2ccccc2)N1 (centres undefined)	127	8	-1	-1	2.0	-10	2	-14	3
Cc1ccc(CN2CCN(/N=C/c3ccc(C)s3)CC2)cc1	96	3	-1	-5	0.8	-5	-1	21	-6
O=C(CSc1n[nH]c(-c2cccs2)n1)NCc1ccc2c(c1)OCO2	98	2	0	6	1.7	1	-2	4	-14
CN1CCC(=NNC(=O)C(=O)NC(C)(C)C)CC1	109	-1	0	8	0.2	0	0	-5	-2
CC(OC(=O)c1ccc(Cl)nc1)C(=O)NC(C)(C)C (centres undefined)	87	7	-5	1	0.1	-1	-1	-1	14
CC(C)(C)NC(=O)COC(=O)c1ccc(Cl)c(S(N)(=O)=O)c1	86	-3	-2	-2	-0.1	-5	-5	9	8
CCN(CC)Cc1ccccc1Sc1ccccc1	98	1	-3	2	-1.8	10	2	5	3
O=C(O)c1ccccc1C(=O)NCc1ccc(F)cc1	111	-5	8	1	3.2	7	1	6	-7
COc1ccc(OCCOC(=O)CNC(=O)c2ccc(Cl)cc2Cl)cc1	111	1	8	-10	-1.2	-1	-2	2	-13
Nc1ccccc1SCC(=O)Nc1nc(-c2ccccc2)cs1	123	-2	2	2	1.3	12	-3	2	10
O=C(CSc1ncn[nH]1)NC12CC3CC(CC(C3)C1)C2	111	-1	0	-3	0.6	6	4	5	-1
CCOC(=O)C(Cc1ccccc1)NC(C)=O (centres undefined)	83	2	-1	-6	0.4	-7	1	-8	-2
CCOc1cc(S(=O)(=O)NCCc2cccc(C)c2)c(OCC)cc1-n1cnnn1	100	0	6	0	3.0	3	-1	?	-3
Cc1ccc(-c2cc(C(=O)O)c3sc(N4CCCCC4)nc3n2)cc1	96	-1	3	2	-0.6	-9	27*	10	5
O=c1cc(O)nc(SCc2ccccc2)n1-c1ccc(F)cc1	83	6	13	8	1.4	-1	-6	2	2
